Bioassay records from PubChem.
Insulin prom up – MIN6 insulin promoter up-regulation. actives 0.3% (n = 190,000). z-score at 5 µM. MIN6 insulin promoter-GFP reporter, high-content imaging; active compounds read high;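 active = z-score above 3 at 5 µM with at least 500 cells counted in the well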
bCat nuc transl – beta-catenin nuclear translocation modulation; actives 0.3% (n = 190,000); nuclear translocation activity, % at 5 µM; HeLa beta-catenin nuclear translocation, immunofluorescence imaging;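 active = nuclear translocation activity above 50% at 5 µM, with a well cell count of 50 or more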;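 note: per-cell ratio of nuclear to cytoplasmic median beta-catenin stain intensity; plate controls were DMSO negative control for no effect and GSK-3 inhibitor IX positive control for full effect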
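Test system: human HeLa cells, endogenous beta-catenin. Times: 24 h compound exposure, 37°C. Measured by: beta-catenin immunofluorescence imaging with DAPI.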
PMI inhibitors – inhibitors of human PMI, primary screen, biochemical, fluorescence intensity, coupled assay (AID 1209). purified PMI enzyme, coupled fluorescence intensity; higher % means a stronger effect. inhibition, % at 20 µM; hits with a dose series show IC50 in µM. actives 0.42% (n = 190,000);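 note: plate controls were DMSO vehicle for no effect and wells lacking substrate for full effect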
Yfh1-off respiration – mitochondrial function rescue without frataxin homolog – Friedreich's ataxia, plus single-dose screen, dose response (AID 1465). S. cerevisiae Yfh1-off respiration, WST-1 reduction, 72 h; higher fold induction means a stronger effect. fold induction at 50 µM; hits with a dose series show EC50 in µM. actives 0.074% (n = 220,000);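 active = fold induction of absorbance versus untreated yeast above a set limit, then at least 30% activation at any dose in follow-up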;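 note: activators that raise dye reduction in frataxin-depleted yeast; strong numbers were not always called active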
MT stabilize HCS – stabilizes microtubules in HeLa cells. % tubulin-high responders, % at 10 µM. actives 0.83% (n = 200,000). HeLa tubulin immunostaining HCS, 24 h; share of cells brighter than vehicle mean+2SD. AID 2205;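 active = plate Z-score above 3 for both tubulin-high and condensed-nucleus cell shares, with cell loss under 80%, at 10 µM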;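 note: anti alpha tubulin signal scored within the nucleus-defined area of each cell; some results filed as inactive read as strong as hits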
Dynein transport – dynein cargo transport inhibition | 3617.4 mouse cells, GR-EGFP nuclear translocation imaging; test concentration mostly 20 µM; stimulated with dexamethasone, 1 µM; active compounds read low | z-score, hits read low | actives 0.47% (n = 220,000) | AID 1381;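 active = plate z-score of nuclear minus cytoplasmic receptor signal below a set negative limit, without overly bright fluorescence or cell loss, cut at about -3.5 in these data, passing the limit was not always enough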;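 note: z-score of nuclear minus cytoplasmic ring GR-EGFP intensity difference per well; some compounds called inactive have numbers as strong as hits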
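Medium: Induction medium lacking tetracycline, stripped serum | Probe or stimulus: 1.0 µM final dexamethasone stimulus | Schedule: 48 h induction, then 1 h compound, then 30 min agonist, 37 °C | Signal: Automated 10x imaging of fixed Hoechst-stained cells | Evaluation: Per-cell GR-EGFP intensity, nucleus versus surrounding cytoplasmic ring, well-averaged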
PMI inhibition – MPI inhibition at elevated mannose 6-phosphate – biochemical, fluorescence intensity, high mannose 6-phosphate, primary screen (AID 1220) | recombinant PMI enzyme, coupled fluorescence intensity; higher % means a stronger effect | actives 0.66% (n = 190,000) | inhibition, % at 20 µM; hits with a dose series show IC50 in µM
Autophagy mod – modulators of autophagy | MEF GFP-LC3 puncta imaging; test concentration mostly 10 µM | calls only at 10 µM (by protocol) | actives 0.98% (n = 190,000) | AID 463193;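 active = percentage of spot-positive cells more than 3 SD above its plate mean, without a fluorescence outlier flag or 80% toxicity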;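 note: spot-positive cell cutoff set from DMSO-treated cells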
WT yeast gro inh – growth inhibition of WT yeast, mitochondrial fusion screen; mitochondrial fusion phenotypic screen, WT strain; inhibition, % at 10 µM; actives 2.1% (n = 190,000); in the data active = inhibition above about 58%; tested in S. cerevisiae
WT yeast gro inh mutant strain – second read-out of WT yeast gro inh, no call of its own (marks repeat the call); inhibition, %; mitochondrial fusion phenotypic screen, mutant strain inhibition
Dynein transport cytoplasmic EGFP – also measured in Dynein transport; calls as there; z-score; measured here: cytoplasmic GR-EGFP intensity; active compounds read high
Dynein transport nuclear GR-EGFP – further read-out of Dynein transport, marked with its call; z-score; measured here: nuclear GR-EGFP intensity;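 lower value marks the stronger effect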
Dynein transport cell count – recorded beside Dynein transport, whose call it bears; z-score; measured here: cell count per field
Insulin prom up cell count – recorded beside Insulin prom up, whose call it bears; cell count; measured here: cytotoxicity, nuclei count;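 total cells summed across four imaged fields per well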
bCat nuc transl cell count 5 µM – also measured in bCat nuc transl; calls as there; cell count; measured here: cell count, cytotoxicity flag
MT stabilize HCS Hoechst-high % – recorded beside MT stabilize HCS, whose call it bears; % Hoechst-high responders; measured here: nuclear condensation Hoechst responders;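 share of cells brighter than vehicle mean plus two SD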
MT stabilize HCS cytotoxicity % – also measured in MT stabilize HCS; calls as there; toxicity, %; measured here: cytotoxicity by cell density;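 0% = mean cell density of plate MIN control wells and 100% = no cells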
Autophagy mod cell loss 18 h – further read-out of Autophagy mod, marked with its call; toxicity, %; measured here: cell loss, nuclei count;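 cell loss after 18 h compound exposure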
Starred values were filed as active, the others as inactive; i = inactive; / = no result given; + = active, no number. Cut-off read from the data, not from the text of the source, unless noted: active = inhibition above about 50%; inactive = the rest. An unsorted share of the library. About 5% of those tested had a hit in this group.

A first look (three entries):
SMILES	Insulin prom up	Insulin prom up cell count	bCat nuc transl	bCat nuc transl cell count 5 µM	PMI inhibitors	Yfh1-off respiration	MT stabilize HCS	MT stabilize HCS Hoechst-high %	MT stabilize HCS cytotoxicity %	Dynein transport	Dynein transport cytoplasmic EGFP	Dynein transport nuclear GR-EGFP	Dynein transport cell count	PMI inhibition	Autophagy mod	Autophagy mod cell loss 18 h	WT yeast gro inh	WT yeast gro inh mutant strain
Cc1cccc(NC(=O)c2cc(-c3ccco3)nc3ccccc23)n1	0.05	1594	-8.2	965	-17.8%	i	1.1	1.9	4.5	0.592	-0.251	0.356	-0.575	-20.1%	i	-7.6	-9.3	-7.8
NS(=O)(=O)c1ccc(CCNC2CC(=O)N(Cc3ccccc3)C2=O)cc1 (stereo unspecified)	0.95	1288	2.0	1025	7.2%	i	3.5	2.3	5.4	-0.853	-0.247	-0.426	1.29	3.3%	i	-13.8	-2.6	-2.0
CCN(CC)CCCNC(=S)N(Cc1cccnc1)Cc1cc2cc(C)ccc2[nH]c1=O	1.02	1005	-1.1	1311	/	i	/	/	/	0.426	-0.273	0.627	-0.401	/	/	/	/	/

The whole of this part, from the start:
SMILES	Insulin prom up	Insulin prom up cell count	bCat nuc transl	bCat nuc transl cell count 5 µM	PMI inhibitors	Yfh1-off respiration	MT stabilize HCS	MT stabilize HCS Hoechst-high %	MT stabilize HCS cytotoxicity %	Dynein transport	Dynein transport cytoplasmic EGFP	Dynein transport nuclear GR-EGFP	Dynein transport cell count	PMI inhibition	Autophagy mod	Autophagy mod cell loss 18 h	WT yeast gro inh	WT yeast gro inh mutant strain
Cc1cccc(NC(=O)c2cc(-c3ccco3)nc3ccccc23)n1	0.05	1594	-8.2	965	-17.8%	i	1.1	1.9	4.5	0.592	-0.251	0.356	-0.575	-20.1%	i	-7.6	-9.3	-7.8
NS(=O)(=O)c1ccc(CCNC2CC(=O)N(Cc3ccccc3)C2=O)cc1 (stereo unspecified)	0.95	1288	2.0	1025	7.2%	i	3.5	2.3	5.4	-0.853	-0.247	-0.426	1.29	3.3%	i	-13.8	-2.6	-2.0
CCN(CC)CCCNC(=S)N(Cc1cccnc1)Cc1cc2cc(C)ccc2[nH]c1=O	1.02	1005	-1.1	1311	/	i	/	/	/	0.426	-0.273	0.627	-0.401	/	/	/	/	/
Cc1cc(NC(=O)CSCc2ccccc2C)no1	-0.03	1282	3.5	1083	-10.6%	i	2.1	1.8	4.7	-0.305	-0.229	-0.154	0.0101	-7.1%	i	10.8	7.2	8.3
CCCNc1nc(C)cc(-c2cc(C(=O)NCc3ccccc3)on2)n1	0.21	691	0.5	1124	/	i	/	/	/	1.69	-0.752	1.01	-1.01	/	/	/	/	/
CCOC(=O)C1CCN(C(c2cc3c(C)ccc(C)c3[nH]c2=O)c2nnnn2C2CCCCC2)CC1 (stereo unspecified)	-0.56	1034	-3.3	894	9.0%	i	8.0	2.0	15.5	-0.0987	-0.207	0.311	-0.406	1.0%	i	12.8	36.4	-3.2
COc1ccc(Br)cc1/C=N/NC(=O)C(c1ccncc1)N1CCOCC1 (stereo unspecified)	-0.08	1242	-4.2	563	1.8%	i	5.4	2.0	3.7	1.11	-0.227	0.814	-1.05	-2.6%	i	10.7	10.9	6.2
Cn1c(=O)c([N+](=O)[O-])c(Cl)c2ccccc21	/	/	0.3	1533	/	i	/	/	/	-6.31*	1.97*	-2.69*	0.313*	/	i	-19.5	51.8	25.4
CC1=NN(c2ccc(C(=O)O)cc2)C(=O)/C1=C\c1ccc(OC(=O)c2cccs2)cc1	-0.22	1117	0.1	1022	-13.8%	i	4.7	2.9	6.4	-0.0305	-0.27	0.263	0.109	0.2%	i	3.8	4.3	7.0
O=Cc1ccc(OCC(=O)Nc2ccccc2-c2ccccc2)cc1	0.62	1741	3.8	791	5.9%	i	1.8	2.4	6.8	-0.621	-0.257	-0.176	-0.308	9.5%	i	-1.1	-1.7	-6.8
O=C(Nc1cccc(O)c1)C1CCCN1C(=O)OCc1ccccc1 (stereo unspecified)	-0.27	1315	0.6	1115	4.6%	i	2.0	1.5	6.1	-0.0644	-0.303	0.549	0.199	-1.2%	i	28.0	-8.0	-55.6
COc1ccc(S(=O)(=O)N2CCCCC2)cc1NC(=O)CSc1nccn1C	0.73	1642	1.4	975	-0.3%	i	4.8	1.7	4.7	1.16	-0.301	0.188	-1.03	-5.9%	i	33.2	-12.3	4.4
Cc1ccnc(N2C(=O)c3ccccc3C2O)c1 (stereo unspecified)	0.49	875	/	/	-4.5%	i	5.4	2.3	6.1	0.272	-0.119	0.265	0.513	-3.6%	i	-3.3	31.0	37.8
O=C(Nc1ccc2c(c1)CCC2)c1cnn2c1NC(c1ccco1)CC2C(F)(F)F (stereo unspecified)	0.03	1718	-0.2	1018	-6.1%	i	3.5	2.5	5.4	-0.258	-0.199	-0.147	0.769	-5.0%	+	-1.1*	2.2	2.4
Cc1ccc(C(=O)N2CCCC(c3ccccc3)=N2)cc1	0.08	1314	0.0	1101	0.6%	i	0.8	1.3	5.4	-0.0575	-0.324	0.336	0.14	10.9%	i	42.4	10.8	2.4
Cn1c(N)c(C(=O)COC(=O)CSc2cccc3cccc(Cl)c23)c(=O)n(C)c1=O	/	/	2.5	1492	-8.9%	i	2.0	2.5	0.3	0.645	-0.236	0.0483	0.127	17.2%	i	-3.5	-55.1	1.0
CCOC(=O)C1(CCOc2ccccc2)CCN(Cc2ccc3nonc3c2)CC1	/	/	1.5	890	0.0%	i	2.1	2.1	4.5	-1.02	0.19	-0.258	-0.0573	-1.2%	i	28.8	62.4*	37.1*
COC(=O)C(CC(=O)O)NCc1ccco1 (stereo unspecified)	-0.17	1436	-0.2	1315	/	i	/	/	/	-0.688	-0.168	-0.467	0.999	/	/	/	/	/
Clc1ccc(Br)cc1-c1nc(-c2ccncc2)no1	-0.24	1288	/	/	11.9%	i	1.6	2.3	4.6	0.298	-0.228	0.445	0.935	11.4%	i	2.6	8.6	-0.5
O=S(=O)(Cc1ccccc1)N1CCC(c2nc(-c3cccs3)no2)CC1	-0.13	1048	-1.6	1224	1.9%	i	3.6	1.6	8.3	-1.6	-0.338	-0.872	0.905	-1.4%	i	-1.2	2.8	-5.6
C/C(=N\NC(=O)CCc1c[nH]c2ccccc12)c1cccc([N+](=O)[O-])c1	-0.39	1498	-0.7	1118	11.8%	i	2.1	2.5	9.4	-0.752	-0.207	-0.358	0.0368	21.9%	i	4.6	-10.4	-6.0
COc1ccc(CN(C)CC(=O)Nc2ccccc2-c2ccccc2)c(OC)c1	0.51	1101	-0.4	1158	13.6%	i	5.4	5.2	3.0	-0.633	-0.249	-0.0244	1	22.6%	i	-3.8	8.1	21.8
CC(C)COC(=O)N(C)c1ccc(C(O)(C(F)(F)F)C(F)(F)F)cc1	-0.09	1145	-0.9	1073	13.7%	i	2.4	1.1	0.2	-0.751	-0.26	-0.15	0.496	13.2%	i	5.0	-3.1	-3.8
Cc1cccc(NC(=O)c2ccccc2Br)n1	-0.44	1028	/	/	-61.2%	i	2.8	2.5	10.0	0.722	-0.245	0.562	-0.177	-32.7%	i	7.0	-1.8	0.4
CCOc1ccccc1-c1nc(-c2cc3ccc(C)cc3[nH]c2=O)no1	/	/	4.2	471	0.9%	i	5.2	0.7	20.3	2.01	-0.268	1.4	-1.57	-1.8%	i	-1.7	26.7	-0.9
CCN(CC)c1ccc(C2CC(=O)Nc3cc(OC)c(OC)cc32)cc1 (stereo unspecified)	-0.48	1339	-0.6	1212	10.6%	i	2.3	2.2	6.0	-0.167	-0.271	-0.13	0.102	5.7%	i	4.2	6.7	15.4
CCOC(=O)CCCC(=O)N1CCOCCOCCOCC1	0.54	1071	0.6	1292	/	i	/	/	/	0.253	-0.264	0.0687	0.578	/	/	/	/	/
COc1cc2ccccc2cc1C(=O)NC(=S)Nc1nnn(C)n1	0.09	1119	0.9	1023	-5.1%	i	1.2	3.9	3.4	-0.857	-0.304	-0.591	0.925	-8.0%	i	-1.2	0.5	6.5
c1ccc2c(c1)N1CCN=C1N2CCN1CCCCC1	0.65	1180	-3.5	862	5.4%	i	2.8	0.9	12.1	0.087	-0.185	0.419	0.199	7.6%	i	6.6	-9.9	-9.1
CCc1ccc(C(=O)COC(=O)CNC(=O)c2ccco2)cc1	0.03	1061	-1.1	1239	-5.4%	i	3.8	2.0	6.5	-0.303	-0.136	0.122	-0.444	-5.1%	i	-7.2	13.8	3.7
COc1ccccc1Oc1ncnc2c1cnn2-c1ccccc1	0.77	1626	-3.8	1009	13.1%	i	2.3	2.8	7.7	-0.428	-0.218	-0.448	0.0106	15.7%	i	-6.9	71.5	73.7
O=C(CSc1nc2ccccc2c(=O)n1CCCN1CCOCC1)N1CCN(c2ccccc2)CC1	-0.37	1202	-0.8	1175	-4.4%	i	4.1	1.3	5.3	-0.263	-0.347	-0.261	0.535	-6.0%	+	0.7*	11.0	-3.6
COc1cc(OC)cc(-c2ncc3ccccn23)c1	/	/	0.4	1101	7.8%	i	3.5	1.9	2.0	-0.21	-0.0277	-0.218	0.567	12.2%	i	-4.5	10.2	-5.3
COc1cc(/C=N/Nc2nc(Nc3ccccc3)nc(N3CCOCC3)n2)ccc1OC(=O)c1ccco1	0.22	1289	/	/	9.3%	i	5.8	2.7	1.2	-0.409	-0.331	-0.255	0.923	7.7%	i	51.6	7.2	20.3
COc1ccc(/C=C2/SC(=S)N(n3c(C)ccc3C)C2=O)cc1	1.78	835	/	/	14.8%	/	1.4	1.2	1.5	-0.794	0.215	-0.148	-0.124	11.1%	i	-1.5	35.5	11.3
Nc1c(NC2CCCCC2)c2ccccc2oc1=O	-0.24	1256	0.4	1074	9.2%	i	2.7	1.3	6.8	-0.85	-0.267	-0.718	-0.242	4.2%	i	6.3	8.9	-13.6
